Source: PubChem BioAssay (several laboratories)
OX1R FRET antag: blocks the human orexin 1 receptor; 330,000 tested, 1.8% active; OX1R-expressing cells, FRET antagonist read-out; AID 485270; inhibition, % at 6.6 µM; in the data active = inhibition mostly above about 38%, no sharp cut-off; inactive = mostly below about 40%;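 also: 0% = agonist challenge alone and 100% = reference antagonist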
Target sequence (O43613 whole entry, looked up): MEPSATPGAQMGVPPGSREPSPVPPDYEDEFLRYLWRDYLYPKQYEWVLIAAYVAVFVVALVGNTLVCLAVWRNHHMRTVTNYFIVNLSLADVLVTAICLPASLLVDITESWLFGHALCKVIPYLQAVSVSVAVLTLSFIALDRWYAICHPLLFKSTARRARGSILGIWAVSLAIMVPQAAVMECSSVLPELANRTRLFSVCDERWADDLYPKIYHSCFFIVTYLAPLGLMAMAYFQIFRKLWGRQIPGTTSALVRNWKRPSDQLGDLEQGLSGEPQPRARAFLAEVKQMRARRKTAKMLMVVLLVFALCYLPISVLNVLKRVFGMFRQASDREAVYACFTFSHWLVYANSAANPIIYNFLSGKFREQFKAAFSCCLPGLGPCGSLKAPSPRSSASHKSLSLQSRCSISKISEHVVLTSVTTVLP
STK33 inh: inhibitors of human STK33 kinase. Q9BYT3. purified STK33, MBP phosphorylation, ADP-Glo luminescence. inhibition, % at 10 µM. 320,000 tested, 0.073% active. AID 2661;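 active = inhibition at or above 25%, using the most active replicate where run in duplicate; inactive = inhibition below 25%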
Target sequence (Q9BYT3 whole entry, looked up): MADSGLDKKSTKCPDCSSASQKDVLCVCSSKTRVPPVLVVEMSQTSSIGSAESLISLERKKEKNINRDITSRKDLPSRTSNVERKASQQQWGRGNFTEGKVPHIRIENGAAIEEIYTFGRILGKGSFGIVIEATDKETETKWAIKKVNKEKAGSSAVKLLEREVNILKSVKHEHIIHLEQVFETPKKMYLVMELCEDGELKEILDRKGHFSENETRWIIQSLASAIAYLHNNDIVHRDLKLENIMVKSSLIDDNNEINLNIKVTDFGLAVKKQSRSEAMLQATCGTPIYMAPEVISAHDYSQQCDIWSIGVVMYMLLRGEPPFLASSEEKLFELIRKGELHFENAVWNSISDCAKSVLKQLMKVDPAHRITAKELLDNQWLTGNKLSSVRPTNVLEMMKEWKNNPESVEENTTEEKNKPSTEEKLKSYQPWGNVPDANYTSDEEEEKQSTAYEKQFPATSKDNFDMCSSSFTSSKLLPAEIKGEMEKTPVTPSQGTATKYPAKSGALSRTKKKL
KCNQ2 block: KCNQ2 potassium channel inhibitors, primary screen, cell-based, CHO-K1, FluxOR thallium flux, B-score (AID 2156) | O88943 | 20 min; hits give low values | B-score at 10 µM | 310,000 tested, 1.1% active;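 active = fluorescence ratio B-score at most minus 3 library SDs, with starting brightness B-score within 2 library SDs, cut at about -5.5 in these data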
An asterisk follows results filed as active; i = inactive; nt = no result given.

Sample of the layout, 5 compounds:
STK33 inh | OX1R FRET antag | KCNQ2 block | SMILES
-2.8 | 8.6 | i | O=C(Nc1nnc(-c2ccccc2F)s1)Nc1ccccc1F
0.4 | 20.5 | i | Cc1ccccc1NC(=O)c1ccc(C)c(S(=O)(=O)NCc2cccnc2)c1
-0.4 | 10.2 | i | C[C@@H]1NC(=O)/C(=C\c2ccccc2Cl)NC1=O
-0.6 | 2.8 | nt | O=C(OCC(=O)N1CCN(C(=O)c2ccco2)CC1)c1ccc(Cl)nc1
-0.5 | 13.7 | i | CC(=O)NCCN1C(=O)C2C3c4ccccc4C(c4ccccc43)C2C1=O (stereo not given)

Main list (from the top)
STK33 inh | OX1R FRET antag | KCNQ2 block | SMILES
-2.8 | 8.6 | i | O=C(Nc1nnc(-c2ccccc2F)s1)Nc1ccccc1F
0.4 | 20.5 | i | Cc1ccccc1NC(=O)c1ccc(C)c(S(=O)(=O)NCc2cccnc2)c1
-0.4 | 10.2 | i | C[C@@H]1NC(=O)/C(=C\c2ccccc2Cl)NC1=O
-0.6 | 2.8 | nt | O=C(OCC(=O)N1CCN(C(=O)c2ccco2)CC1)c1ccc(Cl)nc1
-0.5 | 13.7 | i | CC(=O)NCCN1C(=O)C2C3c4ccccc4C(c4ccccc43)C2C1=O (stereo not given)
-2.7 | 56.9* | i | COc1cc(NC(=O)c2ccccc2-c2ccccc2)cc(OC)c1
0.2 | 47.3 | i | COc1ccc2[nH]c3nc(SCC(=O)NC4CC4)nnc3c2c1
-0.9 | -0.6 | i | Cc1[nH]n(-c2ncc(-c3ccccc3)s2)c(=O)c1C(c1ccc(Br)cc1)C(C#N)C#N (stereo not given)
1.2 | 77.9* | i | O=C(CCNS(=O)(=O)c1cccc2nsnc12)NC1CCN(Cc2ccccc2)CC1
0.5 | 10.6 | i | c1cc2c(cn1)cnc1cscc12
-0.3 | 12.0 | nt | CC1=C(C)CC2C(C1)C(=O)c1ccc(Br)cc1S2(=O)=O (stereo not given)
-0.5 | 7.2 | i | Cc1ccc(OCC(=O)N2CCN(C(=O)c3ccncc3)CC2)cc1
0.2 | 7.3 | i | CC(=O)c1ccc(-n2nnnc2SCC(=O)NC2CCCCC2)cc1
-0.6 | 9.8 | i | COCC(C)n1c(C)cc(C(=O)COC(=O)CCc2nc3ccccc3c(=O)[nH]2)c1C (stereo not given)
-2.4 | 23.4 | i | O=C(NC1CCCCCC1)c1cc(S(=O)(=O)N2CCC3(CC2)OCCO3)ccc1F
-0.8 | 32.8 | i | CCOc1ccc(/C=C/C(=O)OCC(=O)NCCc2ccc(OCC)c(OCC)c2)cc1OC
0.9 | 8.8 | i | CCn1nnc(-c2ccccc2NC(=O)C(F)(F)F)n1
-0.3 | 18.0 | i | COc1ccc(C(C)=O)cc1COC(=O)c1ccc(S(=O)(=O)N2CCOCC2)cc1
-2.2 | 14.2 | i | O=C(CSc1nnnn1C1CCCCC1)NNC(=O)c1ccco1
-3.4 | 19.0 | i | CC1Cc2cc(S(=O)(=O)NCc3ccccc3)ccc2N1C(=O)C1CCC1 (stereo not given)
-1.7 | 6.6 | i | O=C1c2ccccc2NC(c2ccc(-c3cccc(Cl)c3)o2)N1O (stereo not given)
0.3 | 10.7 | i | CCOC(=O)Nc1ccc([N+](=O)[O-])cc1C
-1.5 | 17.3 | i | CCOC(=O)C[C@H]1c2cc(F)ccc2S(=O)(=O)N1C1CCCCC1
2.9 | 54.6 | i | O=Cc1c(Sc2ccccc2)nc2ccccn2c1=O
-1.1 | 6.8 | i | Cc1ccsc1-c1nc(CN2C[C@@H](C)O[C@@H](C)C2)c(C)o1
0.0 | 7.1 | i | COc1ccc(CC(=O)NCCC2=CCCCC2)cc1
-0.4 | 30.0 | i | CC1Cc2ccccc2N1CC(=O)NC(=O)NC1CCCC1 (stereo not given)
-1.1 | 16.4 | i | COc1ccc(C2=NS(=O)(=O)N(C)C(C(=O)N3CCN(C)CC3)=C2)cc1
-1.9 | 3.1 | i | COc1ccc(CCN(C)C(=O)N2CCOCC2)cc1OC
-0.2 | 8.6 | i | CC1(C)CC(=O)C(/C=N/c2ccccn2)=C(O)C1
-0.3 | 25.8 | i | Cc1ccc(Cl)cc1NC(=O)COC(=O)Cn1cnc2c1c(=O)n(C)c(=O)n2C
0.3 | 12.8 | i | O=C(CNC(=O)c1ccc(Cl)cc1)OCC(=O)N1CCCC1
-0.1 | 8.2 | nt | COc1ccccc1N1CC(C(=O)Nc2nc(C)cs2)CC1=O (stereo not given)
-0.8 | 18.7 | i | Cc1c(Nc2c3ccccc3nc3ccccc23)c(=O)n(-c2ccccc2)n1C
1.7 | 16.5 | i | Cn1c(N)c(C(=O)Nc2c(Cl)cccc2Cl)sc1=S
-1.0 | 33.8 | i | CCCC(=O)NC(=S)Nc1cccc(NC(=O)c2ccccc2)c1
-1.5 | 6.9 | i | Cc1oc(-c2ccccc2Cl)nc1CS(=O)CC(=O)N1CCN(c2ccccc2)CC1 (stereo not given)
-0.9 | 1.4 | i | O=C(NCCCCCCCCCNC(=O)C(F)(F)F)C(F)(F)F
-0.4 | 10.1 | i | CCn1c(SCc2ccc(F)cc2)nc2c(c1=O)SCC2
13.2 | 5.9 | i | Cc1ccc(Cc2c(C)nc3nc(SCC(=O)NCCCN4CCCCCC4)nn3c2C)cc1
-4.2 | 10.4 | i | O=C(CCSCCC(=O)Nc1c(F)c(F)c(F)c(F)c1F)Nc1c(F)c(F)c(F)c(F)c1F
-0.6 | 13.6 | i | Cc1cccc(NC(=O)CCNS(=O)(=O)c2ccc3[nH]c(=O)oc3c2)c1
-1.5 | 14.3 | i | CCCc1cc(C(=O)Nc2ccc(C)cc2)no1
-2.1 | 20.2 | i | COc1ccccc1-n1cccc1C=O
-0.9 | 14.9 | i | O=C(CCNC(=O)C1CCN(S(=O)(=O)c2ccccc2)CC1)NCCc1cccc(F)c1
-1.6 | 30.7 | i | COc1ccccc1/C=C1/C(=O)N(c2cc(C)cc(C)c2)C(c2cccc([N+](=O)[O-])c2)S1(=O)=O (stereo not given)
14.6 | 34.8 | -5.94* | CC(C)S(=O)(=O)C1=NSC2=NC(=O)/C(=C\c3ccc(-c4ccccc4)o3)C(=N)N21
0.6 | 11.6 | nt | CCn1nc(C(=O)NNC(=O)c2ccccc2OCc2c(C)noc2C)c2ccccc2c1=O
1.9 | 19.7 | i | COc1ccccc1Nc1nc(NCCO)nc(N)c1[N+](=O)[O-]
0.1 | 8.5 | i | Cc1ccc(NC(=O)CCCC(=O)OC(C)C(=O)c2ccccc2)cc1 (stereo not given)
0.1 | 11.6 | i | O=C(Nc1ccc(OC(=O)c2cccnc2)cc1)c1cccnc1
-0.7 | 7.6 | i | CCCCC12CN3CCN(CC(C3)/C1=N\NC(=O)Nc1ccccc1)C2
-0.3 | 18.1 | i | CCOC(=O)N1CCC(NC(=O)CSCc2nc(-c3cccc(OC)c3)oc2C)CC1
-1.9 | 4.1 | nt | O=C(Nc1ccc(N2CCN(C(=O)c3ccco3)CC2)cc1)c1cc(Br)ccc1Cl
1.9 | 5.7 | i | Cc1cc(C)n(C(=O)CNc2ccc(C)c(C)c2)n1
0.4 | 16.1 | i | O=C(O)Cn1c(=S)sc2ccccc21
2.3 | 8.6 | i | COc1ccc(-c2cn[nH]c2-c2ccc(OC)cc2O)cc1
-0.8 | 9.9 | i | CCc1ccc(C(=O)NNC(=O)C2CSC3(C)CCC(=O)N23)cc1 (stereo not given)
-1.3 | -2.8 | i | O=C(NC1CCCCC1)NC1CCN(C(=S)NCc2ccco2)CC1
-0.7 | -5.5 | nt | CC1CCC(NC(=O)COC(=O)c2ccco2)CC1 (stereo not given)

A draw from above in order of formula weight, descending.
STK33 inh | OX1R FRET antag | KCNQ2 block | SMILES
0.6 | 11.6 | nt | CCn1nc(C(=O)NNC(=O)c2ccccc2OCc2c(C)noc2C)c2ccccc2c1=O
-0.3 | 18.1 | i | CCOC(=O)N1CCC(NC(=O)CSCc2nc(-c3cccc(OC)c3)oc2C)CC1
-0.7 | 7.6 | i | CCCCC12CN3CCN(CC(C3)/C1=N\NC(=O)Nc1ccccc1)C2

The list continues:
STK33 inh | OX1R FRET antag | KCNQ2 block | SMILES
-3.3 | 27.7 | i | O=C(C1=NN[C@@H]2C(=O)N(c3ccccc3C(F)(F)F)C(=O)[C@H]12)c1ccc2ccccc2n1
-1.2 | 12.2 | i | O=C(NCCS(=O)(=O)N1CCCCCC1)c1ccccc1
-2.0 | 4.6 | i | NCCSC1CC(=O)N(c2ccc(F)cc2)C1=O (stereo not given)
-0.7 | 9.9 | i | O=C(NCCN1CCc2ccccc2C1)C1CCN(S(=O)(=O)N2CCCCC2)CC1
0.0 | 4.3 | i | CCOCCCNC(=O)C1CCN(C(=O)Nc2ccc(Cl)cc2)CC1
-1.7 | 17.3 | i | Cc1cccc(CNC(=O)Cn2ccc3cc(S(=O)(=O)N4CCCCCC4)ccc32)c1
-0.3 | 10.4 | i | Cc1oc2c(C)c3oc(=O)c(CCC(=O)N4C[C@H]5C[C@@H](C4)c4cccc(=O)n4C5)c(C)c3cc2c1C
-0.9 | 12.3 | i | O=C(CCc1nc(-c2ccccc2)no1)NCc1ccco1
0.5 | -1.8 | i | CCOc1ccc(-c2cc(C(=O)N3CCC(C)CC3)c3ccccc3n2)cc1
-1.1 | 5.5 | i | COc1ccc(N(C(=O)COc2ccc(F)cc2)S(=O)(=O)c2ccc(C)cc2)cc1
-0.3 | 13.3 | i | CCCc1c(C)nc(N2CCN(c3ccc(F)cc3)CC2)[nH]c1=O
-2.8 | 20.8 | i | CCOC(=O)C1CCN(C(=O)Cc2c(C(=O)O)[nH]c3ccccc23)CC1
0.2 | 45.5 | i | O=C(CSc1ncnc2scc(-c3ccccc3)c12)NCc1ccc2c(c1)OCO2
0.5 | 9.2 | i | Fc1ccccc1CNCCC(Cc1ccccc1)c1ccc2c(c1)OCO2 (stereo not given)
-1.2 | 20.7 | i | Cc1cc(C)cc(C(=O)NC(CC(N)=O)c2ccc(NC3CCCCCCCCCCC3)c([N+](=O)[O-])c2)c1 (stereo not given)
-0.2 | 23.6 | i | Cc1noc(N)c1C(=O)Nc1ccc(C(C)(C)C)cc1
-0.2 | 13.3 | i | O=C(CCc1nnc(CCc2c[nH]c3ccccc23)o1)NC1CCC1
-0.2 | 14.4 | i | N/C(=N\OC(=O)Nc1ccc(Cl)cc1)c1ncc(C(F)(F)F)cc1Cl
-0.3 | 35.0 | i | COc1ccc(NC(=O)CN(C)CC(=O)Nc2ccc3c(c2)CCC3)cc1
6.0 | 15.1 | i | COc1cccc(/C=C/C(=O)c2ccc(NC3=NCCCS3)cc2)c1
0.8 | 24.4 | i | Cc1ccc(CNS(=O)(=O)/C=C/c2ccc3c(c2)OCO3)cc1
-0.1 | 7.0 | i | N#Cc1c(-n2cccc2C=O)sc2c1CCCC2
-0.7 | 2.0 | nt | CC(OC(=O)c1ccc(NC(=O)CC#N)cc1)C(=O)NC(c1ccccc1)c1ccccc1 (stereo not given)
-0.6 | 43.0 | i | C=CCc1cccc(/C=N/NC(=O)C(C)Nc2cccc(C)c2)c1O (stereo not given)
2.4 | 11.3 | i | COc1ccccc1NC(=O)c1c(Br)cnn1C
-2.3 | 17.1 | i | COc1ccccc1NC(=O)C(C)N(C)Cc1ccc(Cl)s1 (stereo not given)
0.1 | 19.7 | i | O=c1cc(-c2ccccc2)nc2n1Cc1ccccc1-2
-1.4 | 12.5 | i | Cn1c(=S)n(C)c2ccccc21
-0.8 | 3.6 | i | C=C(C)C1CC=C(C)/C(=N/NC(=O)C2CC2c2ccccc2)C1 (stereo not given)
0.2 | 12.9 | nt | CCOC(=O)[C@H]1[C@H]2COc3cc(OC)ccc3[C@@H]2N2C(=O)c3cc(C)ccc3NC(=O)[C@@]12C
-0.2 | 9.1 | i | Cc1cc(C)c2c(CN3CCN(C)CC3)cc(=O)oc2c1
0.9 | 11.5 | i | O=C(c1cccc([N+](=O)[O-])c1)N1CCN(c2cccc(Cl)c2)CC1
-1.2 | 39.1 | i | Cc1[nH]n(-c2ccccc2)c(=S)c1C=Nc1cccc([N+](=O)[O-])c1
-2.0 | 13.0 | i | CC1(C)C2CCC1(CS(=O)(=O)NC1CCCC1)C(=O)C2 (stereo not given)
2.4 | 23.6 | i | CCN(CC)CCCn1c2c(c(SCC(=O)Nc3nc4ccccc4s3)nc1=O)CCC2
-0.4 | 5.1 | i | Cc1ccc(C(=O)CSc2ccccn2)cc1
1.5 | -0.6 | nt | Cc1ccc(C2(C)NC(=O)N(CC(=O)N3c4ccccc4NC(=O)CC3C)C2=O)cc1 (stereo not given)
-0.2 | 17.4 | i | CC(=O)Nc1ccc(C(=O)Nc2nc(-c3ccccn3)cs2)cc1
-1.8 | 16.7 | i | Cc1ccc(C(=O)NCCCNC(=O)c2ccc(C)nc2)cc1
nt | 22.9 | i | Cc1cccc(NC(=O)CSc2nnc(CN3CCOCC3)n2C)c1C
-0.4 | 4.9 | i | O=C(Cc1ccc(Cl)cc1)Nc1ccc(N2CCN(C(=O)c3ccco3)CC2)cc1
-0.5 | 10.9 | i | CC(C)CN(CCNC(=O)CN1C(=O)COc2ccc(S(=O)(=O)N3CCC(C)CC3)cc21)CC(C)C
-1.2 | 19.0 | i | Oc1ccc(N=Nc2ccc3c(c2)OCCO3)c2ncccc12
-1.4 | 28.6 | i | Cc1nnc(SCCCn2c(N3CCN(c4ccccc4)CC3)nc3c2c(=O)[nH]c(=O)n3C)s1
-0.6 | 5.3 | i | Nc1cc(N)nc(SCC(=O)NNC(=O)c2ccc(Cl)cc2)n1
-0.4 | 10.6 | i | O=C(CNC(=O)c1ccc(Br)o1)NC1CCCCC1
1.6 | 46.6 | i | CS(=O)(=O)NCCNc1cc(Cl)ccc1[N+](=O)[O-]

With a hit mark in KCNQ2 block (from the list above):
STK33 inh | OX1R FRET antag | KCNQ2 block | SMILES
14.6 | 34.8 | -5.94* | CC(C)S(=O)(=O)C1=NSC2=NC(=O)/C(=C\c3ccc(-c4ccccc4)o3)C(=N)N21
